TRHR PAM: allosterically enhances the human TRH receptor; P34981; TRHR cells, fluo-8 calcium fluorescence, EC20 TRH enhancement; enhancement, % at 2 µM; 360,000 tested, 0.66% active; AID 493056; in the data active = enhancement above about 30%; note: 0% is about no effect
Target sequence (P34981 whole entry, looked up): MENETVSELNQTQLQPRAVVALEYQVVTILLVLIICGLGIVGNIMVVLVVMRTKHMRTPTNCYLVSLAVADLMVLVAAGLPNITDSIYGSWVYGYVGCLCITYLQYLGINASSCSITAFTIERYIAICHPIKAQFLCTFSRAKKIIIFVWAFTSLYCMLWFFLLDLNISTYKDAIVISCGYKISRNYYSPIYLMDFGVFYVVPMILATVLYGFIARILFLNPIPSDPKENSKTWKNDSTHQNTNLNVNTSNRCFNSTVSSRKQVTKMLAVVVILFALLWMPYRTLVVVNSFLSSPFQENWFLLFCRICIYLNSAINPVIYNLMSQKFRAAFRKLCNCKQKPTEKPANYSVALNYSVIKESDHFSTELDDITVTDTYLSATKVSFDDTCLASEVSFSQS
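Enhancer read-out: after compound pinning and an initial kinetic agonist-mode read, an EC20 of TRH (10 nM final) was injected and fluo-8 calcium signal (Ex 480/Em 530) followed at 1 s/cycle for 100 cycles in TRHR-expressing cells.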
D1 antagonist: blocks dopamine activation of the human D1 receptor; P21728; HEK293 TREx D1 cells, calcium flux, dopamine EC80; hits give low values; activity change, negative = inhibition, % at 10 µM; 360,000 tested, 3.2% active; AID 504652; in the data active = activity change below about -30%; note: % is set by controls: 0 for no effect and ±100 for the full control effect
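Using tetracycline-induced force-coupled D1 Hek293 cells and a calcium dye, signals were followed for 180 s after compound, then for 180 s after EC80 dopamine, to detect inhibitors.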
D1 ag: human D1 receptor agonism; P21728; HEK293 T-REx D1 cells, calcium flux, agonist mode; activation, % at 2 µM; 360,000 tested, 1% active; in the data active = activation above about 30%; note: 0% is about no effect
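Inducible HEK293 T-REx D1 cells, force-coupled to calcium signalling, were plated at 4000 cells/well with tetracycline and held overnight at 30 C. After no-wash calcium dye loading, compound-evoked calcium rise over 180 s flagged agonists.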
RXFP1 antagonist: antagonists of human relaxin receptor RXFP1. HEK293-RXFP1, relaxin-stimulated cAMP HTRF, 30 min; hits give low values. activity change, negative = inhibition, % at 57.5 µM. 350,000 tested, 0.59% active. Q9HBX9. AID 1259400;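 active = activity change of -60% or lower, but not beyond a set lower limit; inconclusive = change between -60% and -40%, or beyond the set limit; inactive = change above -40%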; note: % is set by controls: 0 for no effect and ±100 for the full control effect
RXFP1 ag: agonists of human relaxin receptor RXFP1 | AID 2676 | HEK293T-RXFP1 cAMP TR-FRET, 30 min; response scale: percent of porcine relaxin response, buffer zero | Q9HBX9 | Potency, µM (titrated, usually from 57.5 µM), for inactives: top-dose activation, most hits filed as activators | 370,000 tested, 0.3% active; note: potency is the fitted concentration of half-maximal effect; % is set by controls: 0 for no effect and ±100 for the full control effect; nearly all actives have a fitted effect of over 60% in size; many of its hits are not listed in these tables
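HEK293T cells stably expressing RXFP1 were pretreated with the PDE4 inhibitor Ro 20174, exposed to compounds for 30 min at 37C, lysed, and cAMP was read by TR-FRET. Data normalized to buffer (basal) and 29 nM porcine relaxin (100%).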
TRHR agonist: agonists of human TRH receptor | activation, % at 2 µM | P34981 | AID 493084 | TRHR cells, calcium flux fluo-8, FDSS agonist mode | 360,000 tested, 0.18% active; in the data active = activation above about 30%; note: 0% is about no effect
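In this calcium-flux screen, cells bearing human TRHR are dye-loaded with fluo-8, baselined for 10 cycles, then exposed to library compounds; positive kinetic calcium responses during the agonist phase mark hits, with TRH as control.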
Apoferritin bind: binds horse apoferritin like a general anesthetic. Potency, µM (top dose mostly 77.5 µM), inactives show top-dose activity change, negative = displacement, most hits filed as inhibitors. apoferritin/1-aminoanthracene competitive binding, fluorescence. 350,000 tested, 0.074% active. P02791; note: potency is the fitted concentration of half-maximal effect; % is set by controls: 0 for no effect and ±100 for the full control effect; nearly all actives have a fitted effect of over 20% in size
Target sequence (P02791 2-175 limits assumed): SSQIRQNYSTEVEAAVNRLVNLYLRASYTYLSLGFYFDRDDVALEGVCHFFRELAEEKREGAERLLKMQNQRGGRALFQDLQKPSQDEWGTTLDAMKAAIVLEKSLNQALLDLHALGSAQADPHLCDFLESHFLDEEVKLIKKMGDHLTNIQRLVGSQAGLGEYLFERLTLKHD
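10 uM apoferritin + 50% sat. 1-AMA, PBS; cpd 10 min RT; Ex380/Em535 endpoint; normalized to free probe vs complex; 4-param Hill fit; propofol titration as pos. ctrl.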
D1 PAM: enhances dopamine response at the human D1 receptor; AID 504651; 360,000 tested, 0.036% active; HEK293 TREx D1 cells, calcium flux, dopamine EC20 potentiation; P21728; potentiation, % at 10 µM; in the data active = potentiation above about 30%; note: 0% is about no effect
D2 PAM: positive allosteric modulators of human D2 dopamine receptor; potentiation, % at 10 µM; P14416; HEK293 T-REx D2, calcium flux, EC20 dopamine potentiation; 340,000 tested, 0.34% active; AID 485347;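 active = potentiation over 3 SD above the plate norm, cut at about 30% in these data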; note: 0% is about no effect
Target sequence (P14416 whole entry, looked up): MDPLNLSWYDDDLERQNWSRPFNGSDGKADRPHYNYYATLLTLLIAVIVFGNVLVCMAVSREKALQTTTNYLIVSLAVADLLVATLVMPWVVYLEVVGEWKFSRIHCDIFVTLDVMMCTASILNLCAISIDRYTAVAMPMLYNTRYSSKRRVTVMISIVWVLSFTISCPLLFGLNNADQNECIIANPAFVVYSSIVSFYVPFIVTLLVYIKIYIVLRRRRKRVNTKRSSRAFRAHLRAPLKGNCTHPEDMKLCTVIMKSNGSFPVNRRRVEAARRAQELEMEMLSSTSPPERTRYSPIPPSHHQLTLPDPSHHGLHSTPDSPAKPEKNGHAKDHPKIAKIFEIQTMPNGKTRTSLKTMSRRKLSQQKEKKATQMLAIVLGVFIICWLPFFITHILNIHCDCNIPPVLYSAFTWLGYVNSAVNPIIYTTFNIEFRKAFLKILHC
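Potentiation of an EC20 dopamine calcium response is measured in a force-coupled, tetracycline-inducible Hek293 Trex D2 line. Compound-only kinetic reads over 180 s flag agonists before dopamine addition.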
* = called active by the depositor; ? = inconclusive; . = not tested or not shown; & = joins results of further samples; ! = not active in a repeat; [ ] = another dose, or the depositor's remark. Unless noted, calls come from the whole dose curve; as a rule, active = well fitted curve in the direction sought with a large enough effect; inconclusive = small, poorly fitted or top-dose-only effect, or another doubt; inactive = no such curve, though single readings can be large; an effect the other way counts as inactive or inconclusive. Only part of the results is shown; count on the stated rates, not on these rows.

SMILES	TRHR PAM	D1 antagonist	D1 ag	RXFP1 antagonist	RXFP1 ag	TRHR agonist	Apoferritin bind	D1 PAM	D2 PAM
Cc1cc(Cl)ccc1C(=O)C1CCCN(C(=O)c2nonc2C)C1 (stereo not drawn)	-3.9	3.9	9.1	?	0.4%	-0.4	?	-1.9	-2.9
Cc1ccc(NC(=O)CCNS(=O)(=O)c2ccc3[nH]c(=O)oc3c2)cc1F	21.2	-7.6	0.4	23.4	3.9%	1.4	-3.9%	0.3	.
O=C(Nc1ccc2nc(N3CCOCC3)sc2c1)c1ccccc1	1.1	-23.1	0.2	0.1	0.0%	-0.4	.	-5.8	-4.1
ON=C1CCN(c2ncc(C(F)(F)F)cc2Cl)CC1	2.3	4.2	0.1	7.6	0.6%	-0.3	-8.2%	0.0	14.6
CSC1=C(C#N)C(c2ccc(Cl)cc2)C2=C(CC(C)(C)CC2=O)N1 (stereo not drawn)	-6.9	-15.9	0.1	-2.5	-3.7%	-0.3	-21.2%	0.1	1.4
COCCNc1nc(C)c(C(C)=O)s1	2.3	-8.0	3.0	-2.7	1.3%	0.5	-0.8%	-4.8	9.3
C=CCN1CCN(Cc2cnc(Cl)s2)CC1	1.9	-5.6	1.3	15.6	0.1%	-0.3	2.1%	1.7	-16.3
Cn1cccc1Cc1nnc(SCC(N)=O)n1CCc1ccccc1	-2.6	6.7	3.6	2.0	2.0%	-0.2	1.1%	1.5	-3.8
O=C(CS(=O)(=O)c1ccc(F)cc1)Nc1nnc(-c2cccs2)o1	2.1	3.4	1.5	-4.8	0.0%	-0.2	.	-1.9	0.6
COc1ccc(CCNS(=O)(=O)c2cn(C)c(=O)n(C)c2=O)cc1	7.9	60.6	14.3	2.9	-1.2%	-0.2	33.4%[activator]	-1.9	.
Cc1ccc(S(=O)(=O)NCC(=O)NCc2cc(=O)n(C)c(=O)n2C)cc1C	21.0	-20.5	0.2	-100.0*	5.9%	-0.8	-5.0%	-1.6	3.2
Cn1c(=O)c2c(n(C)c1=O)=NC1(CCCCC1)N=2	1.2	4.9	3.6	6.4	0.5%	0.7	3.4%	-4.3	-3.1
O=C(Nc1nc2ccccc2n1CCN1CCOCC1)c1ccccc1	-2.3	19.0	-2.8	-23.1	-1.9%	0.3	-10.3%	5.6	.
CCC(=O)Nc1ccc(NC(=O)CSc2nnnn2-c2cccnc2)cc1C	11.4	3.7	1.9	16.5	1.8%	0.1	-4.2%	-2.2	-6.7
Cc1ccccc1C(=O)Nc1ccnn1C1CCN(Cc2ccncc2)CC1	-1.8	-4.0	2.6	1.6	1.5%	0.4	-3.8%	-1.7	-18.3
COc1ccccc1Nc1n[nH]c(=S)s1	-1.0	-0.9	3.0	-25.8	-3.5%	0.0	-15.6%	-2.9	-1.9
COc1ccccc1N1C(N)=NC(N)=NC1(C)C	-0.9	-7.1	0.7	17.3&-2.4	1.4%	-0.3	-4.2%	-2.0	1.3
CC(C)(C)C(=O)NC(=S)Nc1ccc(C(F)(F)F)cc1	7.8	17.4	3.3	-0.5	-4.3%	-0.3	-7.3%	-2.2	5.8
CC1Cc2ccccc2N1C(=O)CN1C(=O)NC2(CCCCC2)C1=O (stereo not drawn)	-0.8	3.8	0.8	-0.3	-0.8%	0.1	.	0.8	0.5
O=C(Cn1nnc2ccccc2c1=O)NCCc1ccc(F)cc1	2.4	-11.2	3.9	.	5.1%	-0.2	-6.6%	-5.2	-0.6
CCS(=O)(=O)c1ccccc1C(=O)N(Cc1cccnc1)c1nc2cc(C)c(C)cc2s1	-1.6	.	-2.7	-22.0	0.5%	-0.4	-9.3%	0.5	15.6
Cc1ccc(C(=O)Nc2c(C)nc3ccccn3c2=O)cc1C	-3.6	-8.3	-1.1	-8.2	4.7%	0.2	14.4%	-1.3	11.7
CCN1CCN(c2c(Cl)cccc2NC(=O)c2ccc3c(c2)OCCO3)CC1	-7.2	4.4	2.4	-7.3	0.5%	1.4	-19.0%	-17.1	-12.7
Cc1cc(=O)n2nc(N3CCC(C(=O)Nc4ccc(Br)c(C)c4)CC3)sc2n1	1.3	8.8	-0.1	.	1.5%	-0.2	-7.1%	-3.0	11.3
COc1cc(COc2ccc3c(C)c(CCC(=O)O)c(=O)oc3c2)cc(OC)c1OC	-8.3	-4.9	1.6	-12.3	0.6%	-0.5	-2.7%	7.0	8.0
COc1ccc(CNC(=O)C(C)Sc2ccc(S(=O)(=O)N3CCOCC3)cn2)cc1 (stereo not drawn)	-3.3	-31.7*	5.4	-9.2	-0.1%	0.3	.	2.1	-3.4
CC(=C\c1ccccc1)/C=C1/SC(=S)N(C(C(=O)O)C(C)C)C1=O (stereo not drawn)	-2.5	7.6	1.0	-8.6	-2.0%	-0.4	?	8.8	-5.7
C/C(=N\NC(=O)C(=O)Nc1cccc(Cl)c1C)c1ccncc1	5.0	4.1	4.3	.	-0.1%	0.2	3.8%	1.8	0.8
COc1ccc(C(C(=O)NCc2ccccc2)N(Cc2ccco2)C(=O)c2snc(C(N)=O)c2N)cc1 (stereo not drawn)	-11.6	14.9	3.0	5.2	-0.5%	0.0	-7.0%	-5.8	11.1
Cc1cccc(NC(=O)c2cccc(OC(=S)N3CCOCC3)c2)c1	13.7	-5.7	6.1	-0.9	2.3%	-0.5	-12.4%	.	-0.3
COC(=O)C(Cc1cncn1COCc1ccccc1)NC(=O)OC(C)(C)C (stereo not drawn)	-3.3	-4.6	6.9	-2.7	1.3%	0.0	-14.2%	-2.9	-6.6
CCOC(=O)c1ccc(OCCOc2cccc(C)c2)cc1	1.4	-17.4	7.1	-2.7	0.9%	0.3	40.3%[activator]	-3.8	-8.0
COc1ccc2c(c1)NC(c1ccc(OCC(C)C)cc1)=NC(c1ccncc1)=N2	8.4	-3.9	2.1	-31.7	-2.7%	-2.3	?	-0.3	-4.6
CCc1nonc1NC(=O)c1oc2ccc(Br)cc2c1C	0.6&0.1	-1.8&-8.0	2.8&-0.4	-14.0&-1.9	25.1µM*!	0.9&1.7	-13.2%&3.1%	-2.9&4.9	-9.0&10.7
COc1cccc(N2CCN(C(=O)Cn3c(-c4cccs4)cc4ccccc43)CC2)c1	7.2	14.7	3.2	-14.3	6.3%	-0.6	51.4%[activator]	2.6	6.0
CC(Oc1ccccc1)C(=O)NC1=NCCS1 (stereo not drawn)	-0.6	.	0.4	-23.3	-1.5%	0.5	-4.1%	-2.4	-4.1
O=S(=O)(/N=C(/c1ccccc1)N1CCOCC1)c1ccc(Br)cc1	-9.6	11.2	1.6	-1.4	-0.4%	-0.2	-3.7%	0.1	11.7
COc1ccc(C(=O)NCc2nnc(SCC(=O)Nc3cccc(F)c3)o2)cc1	23.7	-1.2	-0.9	-6.4	0.2%	-0.1	-7.1%	-1.9	6.4
Cc1ccc(C)c(CN2C(=O)C(O)(c3c(C)[nH]c4ccccc34)c3ccccc32)c1 (stereo not drawn)	-5.1	3.8	1.1	-15.6	-1.1%	1.6	-8.3%	-2.8	-6.3
Cc1ccc(S(C)=O)cc1-n1c(=O)n(Cc2ccccc2)c(=O)c2[nH]cnc21 (stereo not drawn)	5.2	-3.0	3.4	-5.8	6.8%	1.3	8.9%	-0.2	2.2
CN(C)S(=O)(=O)c1ccc(N2CCCC2)c(C(=O)OCC(=O)N2CCN(c3ccccc3)CC2)c1	-0.3	32.5	-1.8	-13.3	-0.8%	-0.6	.	-2.9	8.3
Nc1nc(Nc2ccccc2)nc2ccccc12	1.2	-4.4	-0.6	1.1	1.5%	0.2	-21.6%	-0.3	-0.9
Cc1cc2c(c(=O)n1CCN(C)C)C(c1ccc(Br)cc1)C(C#N)=C(N)O2 (stereo not drawn)	1.0	-1.5	1.3	-6.7	0.0%	0.3	-12.1%	2.1	2.6
O=C(c1ccc(Cl)cc1)C1CCN(C(=O)c2ccc(F)cc2)CC1	-0.7	-21.0	14.3	-0.7	-1.6%	0.3	-2.7%	-4.5	2.4
O=C1COc2ccc(C(=O)COC(=O)Cc3ccccc3F)cc2N1	-3.8	-2.4	-1.4	-12.2	3.6%	0.6	?	-3.8	-8.0
CN(C)c1ccc(Nc2ncnc3ccc(Br)cc23)cc1	0.5	11.7	0.3	-1.8	-0.3%	-0.5	-21.9%	1.1	-0.1
O=C(O)C1CN(c2nc(Cl)ccc2[N+](=O)[O-])C1	-2.6	6.2	2.5	-2.6	1.8%	-0.2	-9.3%	-1.2	-4.2
O=C(Cc1ccccc1)Nc1c[nH]c(=O)[nH]c1=O	-1.9	-7.4	3.4	-3.5	0.8%	0.3	-7.4%	-9.0	3.8
COc1ccc(C(=O)Nc2cccc(-c3ccc4nncn4n3)c2)cc1OC	-1.2	1.7	6.7	-5.2	3.6%	0.8	-4.7%	-7.0	-1.8
COc1ccc(NC(=O)COC(=O)[C@@H]2CCCN2C(=O)c2cccs2)cc1	-0.2	-12.2	-2.2	4.6	2.2%	-0.5	-10.5%	-3.6	.
COc1ccccc1N1CCN(C(=O)C2CCN(S(=O)(=O)c3ccc(C)cc3)CC2)CC1	-1.3	-14.8	0.7	-16.3	-3.8%	-1.4	-9.0%	-2.8	0.3
CC(Sc1ncn[nH]1)C(=O)c1c(N)n(C)c(=O)n(C)c1=O (stereo not drawn)	0.0	4.5	-0.3	3.2	5.4%	0.0	.	.	1.9
CCc1ccc(S(=O)(=O)Nc2cc(-c3cn4ccccc4n3)ccc2C)cc1	0.2	-0.2	0.8	.	-0.8%	-0.2	9.3%	1.4	-9.1
CCOC(=O)c1nnn(CC(=O)N2N=C(c3ccc(Cl)cc3)CC2c2ccccc2)c1C(=O)OCC (stereo not drawn)	1.9	2.6	2.9	11.0	6.2%	0.6	-8.6%	3.4	3.4
O=C(CCNC(=O)c1ccccc1Cl)NNC(=O)c1ccccc1O	-10.2	11.1	3.7	-3.3	2.2%	1.2	.	-4.8	-1.5

Screens: PubChem BioAssay, National Center for Advancing Translational Sciences (NCATS)
